DDE Tn6 FP inh = disrupts Tn6 cyclic peptide binding to fibrin D-Dimer-E complex; hit rate 0.21% among 370,000; inhibition, % at 8.3 µM; P02675; Fibrin DD(E) TRITC-Tn6 fluorescence polarization displacement; AID 720509;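 active = inhibition above a per-campaign cutoff: mean of compounds within control limits plus 3 SD, cut at about 15% in these data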;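 also: 0% = median of all compound wells on the plate and 100% = blocking peptide control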
KLK7 zymogen act = activates the human kallikrein-7 zymogen; purified proKLK7, EDANS-DABCYL substrate fluorescence; 100% is mature enzyme control, 0% vehicle; activation, % at 7 µM; hit rate 0.9% among 370,000;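 active = activation above the mean of all tested compounds plus 3 SD, computed per campaign excluding outliers beyond control limits, cut at about 13% in these data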
sPLA2-III inh = Blocks human group III sPLA2 activity; hit rate 0.56% among 370,000; Q9NZ20; QFRET BODIPY PC-A2 liposome hydrolysis, fluorescence; inhibition, % at 12.2 µM;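 active = inhibition above mean plus 3 SD of compounds lying within the high and low control bounds, cut at about 19% in these data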;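 also: 0% = median of test compound wells and 100% = no enzyme DMSO wells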
Tn7 DDE FP = inhibitors of Tn7 peptide binding to human fibrin DD(E). AID 720508. P02675. FP displacement of FITC-Tn7 peptide from fibrin DD(E); 0% = median of compound wells per plate. hit rate 0.13% among 370,000. inhibition, % at 8.3 µM;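 active = inhibition above the mean of compounds falling within the control limits plus 3 SD of them, cut at about 14% in these data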;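 also: 0% = plate median of compound wells and 100% = 10 µM Aha-Tn7 peptide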
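Assay system: Human fibrin DD(E) protein | Medium: Tris buffer with calcium and detergent, pH 7.8 | Reagent: 0.1 µM fluorescent Tn7 | Compound dosing: Single point at 8.3 µM | Times: 10 min preincubation, 3 h with tracer, room temperature | Detection: Fluorescence polarization of the labelled Tn7 tracer | Controls: Aha-Tn7 high control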
ARFGAP1 inhibitor = inhibits rat ARF GTPase activating protein 1. Q62848. Arfgap1-stimulated ARF1 GTP hydrolysis, GDP FP detection. inhibition, % at 16.5 µM. hit rate 0.26% among 360,000;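 active = inhibition above a per-plate limit, mean inhibition of low control wells plus 3 SD, cut at about 25% in these data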;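 also: 0% = DMSO wells with enzyme and 100% = wells lacking Arfgap1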
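Replicates: Single well per compound | Assay system: Truncated rat Arfgap1 GAP domain | Control set: No-Arfgap1 wells (100%) versus DMSO full-reaction wells (0%) | Times: Enzyme reaction 120 min at 25 °C after 20 min preincubation | Reagent: Human ARF1(Δ1-17)-GTP substrate | Measured by: Tracer-displacement fluorescence polarization with EDTA stop, 620/688 nm | Measure: Percent inhibition of Arfgap1-stimulated GTP hydrolysis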
PLC-gamma1 inh = blocks human PLC-gamma1 enzyme activity; inhibition, % at 12.2 µM; P19174; hit rate 0.84% among 370,000; AID 720700; purified PLC-gamma1, fluorogenic substrate, fluorescence; in the data active = inhibition above about 9.5%
Target sequence (P19174 whole entry, looked up): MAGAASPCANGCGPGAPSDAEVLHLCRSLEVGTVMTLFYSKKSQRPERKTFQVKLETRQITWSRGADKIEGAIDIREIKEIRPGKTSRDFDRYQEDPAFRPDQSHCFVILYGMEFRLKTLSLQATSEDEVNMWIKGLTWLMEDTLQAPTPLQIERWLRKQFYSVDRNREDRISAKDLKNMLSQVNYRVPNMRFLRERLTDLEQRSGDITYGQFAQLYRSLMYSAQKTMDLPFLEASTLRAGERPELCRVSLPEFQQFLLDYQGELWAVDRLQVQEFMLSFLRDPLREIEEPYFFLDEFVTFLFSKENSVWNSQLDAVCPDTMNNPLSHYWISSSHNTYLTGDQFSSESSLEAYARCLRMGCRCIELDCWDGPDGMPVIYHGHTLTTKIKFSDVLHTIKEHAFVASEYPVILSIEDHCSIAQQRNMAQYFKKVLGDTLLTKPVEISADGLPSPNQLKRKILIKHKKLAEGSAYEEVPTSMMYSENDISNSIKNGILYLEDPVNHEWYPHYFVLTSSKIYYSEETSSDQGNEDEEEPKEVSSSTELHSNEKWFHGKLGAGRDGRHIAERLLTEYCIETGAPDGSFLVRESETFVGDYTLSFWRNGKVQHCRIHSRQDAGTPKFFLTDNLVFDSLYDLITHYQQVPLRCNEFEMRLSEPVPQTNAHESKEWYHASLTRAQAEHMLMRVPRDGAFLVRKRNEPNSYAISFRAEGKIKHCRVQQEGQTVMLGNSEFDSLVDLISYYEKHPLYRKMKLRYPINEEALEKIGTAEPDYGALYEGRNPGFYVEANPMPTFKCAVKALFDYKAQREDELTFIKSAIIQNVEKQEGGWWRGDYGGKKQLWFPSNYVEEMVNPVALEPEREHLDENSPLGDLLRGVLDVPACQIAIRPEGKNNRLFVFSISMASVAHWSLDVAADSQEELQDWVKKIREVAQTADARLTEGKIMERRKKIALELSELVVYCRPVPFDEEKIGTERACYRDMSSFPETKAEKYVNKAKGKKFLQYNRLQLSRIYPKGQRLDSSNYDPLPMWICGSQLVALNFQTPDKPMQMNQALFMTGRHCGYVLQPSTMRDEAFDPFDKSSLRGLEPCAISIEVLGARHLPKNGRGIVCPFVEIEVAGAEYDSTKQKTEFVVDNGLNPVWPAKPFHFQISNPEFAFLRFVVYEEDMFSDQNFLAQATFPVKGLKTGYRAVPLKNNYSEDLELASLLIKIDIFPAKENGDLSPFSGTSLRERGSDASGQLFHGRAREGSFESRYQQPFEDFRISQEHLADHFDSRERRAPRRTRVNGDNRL
UHRF1 MBD2 ctr = human UHRF1 methylated DNA binding inhibitors; hit rate 0.75% among 370,000; Q96T88; UHRF1 binding to methylated oligo, TR-FRET; AID 687016; inhibition, % at 4.4 µM; in the data active = inhibition above about 21%;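 also: UHRF1 SRA domain binding a hemimethylated CpG hairpin DNA probe; 0% = median of test compound wells and 100% = reference inhibitor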
ASAP1 inh = blocks human ASAP1-stimulated Arf1 GTP hydrolysis. Q9ULH1. GDP FP detection. inhibition, % at 16.5 µM. hit rate 0.19% among 360,000. AID 624377; in the data active = inhibition above about 25%;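 also: 0% = vehicle with enzyme and substrate and 100% = no enzyme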
NR1D1 modulator = modulates human Rev-erb alpha binding to DNA | P20393 | Rev-erbα–FITC-DNA binding, fluorescence polarization, 90 min | activity, % at 10 µM | AID 1259318 | hit rate 0.79% among 370,000;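 active = activity above about 14%, limit read from the data; passing the limit was not always enough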;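 also: 0% = DMSO wells with 35 nM protein and 100% = DMSO wells with 750 nM protein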
PLCb3 inh = inhibitors of human phospholipase C beta3. Q01970. Purified PLC-beta3, fluorogenic substrate, fluorescence. inhibition, % at 12.2 µM. hit rate 0.18% among 370,000; in the data active = inhibition above about 11%;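 also: 0% = median of compound wells on plate and 100% = full blocker control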
* = called active by the depositor; i = inactive; / = no result given.

SMILES,DDE Tn6 FP inh,KLK7 zymogen act,sPLA2-III inh,Tn7 DDE FP,ARFGAP1 inhibitor,PLC-gamma1 inh,UHRF1 MBD2 ctr,ASAP1 inh,NR1D1 modulator,PLCb3 inh
CCc1nonc1NC(=O)c1oc2cc(C)c(C)cc2c1C,2.5,-0.5,5.2,1.2,3.8,0.6,0.6,-2.8,4.9,-4.9
CCn1c(=O)c(C(=O)NNC(=O)c2ccccc2Cl)c(O)c2ccccc21,2.7,-0.4,18.1,7.0,-7.4,-6.8,-2.2,-12.7,1.3,-15.6
CCOC(=O)Nc1ccc2c(c1)N(CCCN(C)C)c1ccccc1CC2,-9.5,0.7,5.2,-5.1,6.3,6.5,2.1,-3.2,1.4,-5.9
COc1cc(NC(=O)COc2ccc(C)c(C)c2)ccc1NC(=O)c1ccco1,-2.2,-20.9,-4.2,-4.0,-1.4,-0.6,-4.5,2.5,1.3,-8.2
CN1C(=O)NC(c2ccccc2)C2=C1CN(c1ccc3ccccc3c1)C2=O (stereo unspecified),-0.8,0.3,2.5,-3.8,0.4,-5.8,0.6,-3.1,-13.0,-3.2
Cc1ccccc1CNC(=S)OC1CCC12CCC(c1ccccc1)CC2 (stereo unspecified),7.5,0.5,3.5,4.8,/,-1.6,1.5,/,-1.4,0.1
COc1ccc(-c2ccc(C#N)c(SCC(=O)NCc3ccco3)n2)cc1OC,5.0,-11.7,2.6,2.2,-5.6,i,-1.2,-7.2,-4.6,i
COc1ccc(/C=N/OCC(=O)N2CC3(C)CC2CC(C)(C)C3)cc1 (stereo unspecified),-6.8,0.0,1.1,4.9,5.6,2.5,-0.3,-1.1,-4.2,-2.4
COCc1cc(=O)[nH]c(/N=C(\N)Nc2cccc(C)c2)n1,-0.3,-0.4,6.2,-0.8,-6.5,-3.2,1.6,-3.5,-0.8,-0.4
CC(=O)N[C@@H](Cc1ccc(OC(F)(F)F)cc1)C(=O)O,-2.8,0.2,-2.5,4.5,-2.6,6.9,-0.7,-18.0,-10.2,-5.2
CCCOc1ccc(C(=O)NC(=S)Nc2nc(C)c(C(=O)N(C)C)s2)cc1,1.9,0.2,12.4,4.0,11.6,-2.3,1.3,8.0,-4.7,-3.1
CN(C)CCNc1oc(COc2cccc(Cl)c2)nc1C#N,0.7,0.0,-7.2,-0.2,-12.8,-7.1,-0.5,-1.8,-3.9,-8.1

Next part (two carried over from the part before).
SMILES,DDE Tn6 FP inh,KLK7 zymogen act,sPLA2-III inh,Tn7 DDE FP,ARFGAP1 inhibitor,PLC-gamma1 inh,UHRF1 MBD2 ctr,ASAP1 inh,NR1D1 modulator,PLCb3 inh
CCCOc1ccc(C(=O)NC(=S)Nc2nc(C)c(C(=O)N(C)C)s2)cc1,1.9,0.2,12.4,4.0,11.6,-2.3,1.3,8.0,-4.7,-3.1
CN(C)CCNc1oc(COc2cccc(Cl)c2)nc1C#N,0.7,0.0,-7.2,-0.2,-12.8,-7.1,-0.5,-1.8,-3.9,-8.1
COC(=O)C1CCN(C(=O)[C@H](C)NC(=O)C2CC(=O)N(c3ccc(F)cc3)C2)CC1 (stereo partly specified),5.2,0.6,1.4,5.8,-2.1,-2.1,-1.5,-9.9,-7.0,-6.8
O=C(CNS(=O)(=O)c1ccc(Br)s1)Nc1ccc2c(c1)OCCO2,3.4,0.2,-21.0,0.8,12.4,0.9,-0.3,0.6,-0.6,2.1
CCC(=O)n1nc(-c2cccnc2)nc1NCc1ccc(F)cc1,-2.4,-0.6,-1.3,-1.4,-1.1,1.5,0.1,3.0,-4.6,3.9
O=S(=O)(c1ccccc1)c1nc(-c2cccs2)oc1NCC1CCCO1 (stereo unspecified),6.8,0.6,1.8,2.3,1.3,-8.3,0.3,-0.8,4.4,-10.4
CC(C)N1C/C(=C/c2ccsc2)C(=O)/C(=C/c2ccsc2)C1,-2.0,-0.6,2.2,-3.5,-18.9,-0.6,-3.6,12.5,-1.7,0.5
CCCN1CN(Cc2ccccc2)CNC1=S,-3.0,-0.7,7.7,-5.3,2.4,2.4,-5.3,2.2,-1.5,3.2
Cc1cc(C)c2nc(C(F)(F)F)nc(N3CCN(C(=O)c4ccco4)CC3)c2c1,1.4,0.1,-1.9,-4.5,-5.5,-21.4,-1.9,7.9,2.9,-6.3
CCCCn1c(=N)n(CC(=O)c2ccc([N+](=O)[O-])cc2)c2ccccc21,-2.8,0.2,11.3,-1.4,13.1,-2.1,15.6,-0.6,3.7,-2.2
CC1(C2CC2)NC(=O)N(CC(=O)Nc2cc(S(=O)(=O)N3CCCCC3)ccc2Cl)C1=O (stereo unspecified),8.7,0.1,-6.3,-1.1,3.5,0.8,2.8,-12.3,4.4,-1.8
CCN(Cc1ccccc1)S(=O)(=O)c1nc2nc(C)c(C)c(C)n2n1,0.3,-0.3,-4.6,2.9,-1.8,-1.9,-0.8,3.2,-4.8,0.2
CCOC(=O)c1[nH]c2ccc(C)cc2c1NC(=O)CN1CCCCC1,6.0,2.7,4.9,0.8,-6.2,-38.2,-2.1,1.9,5.3,-42.6
Cc1ccc(NC(=O)CCC(=O)OCC(=O)c2ccc(Oc3ccc([N+](=O)[O-])cc3)cc2)cc1,0.8,0.1,-7.9,0.7,11.6,-0.3,2.0,5.5,4.2,-0.6
O=C(COC(=O)c1cccnc1Cl)Nc1cccc(S(=O)(=O)N2CCOCC2)c1,-0.1,-0.5,-4.5,-8.2,6.5,0.9,0.3,-7.3,-4.4,3.5
Cc1ccc(C(=O)c2c(NC(=O)CSc3nnc(N)s3)sc3c2CCCC3)cc1,-4.0,1.8,-24.9,-6.3,7.1,-15.3,-1.9,0.9,-1.7,-12.0
O=C(C1=C[C@H](c2ccc(Br)cc2)C[C@H](OCc2ccc(CO)cc2)O1)N1CCN(Cc2ccc3c(c2)OCO3)CC1,-0.5,0.9,-28.5,0.6,-0.9,2.9,3.8,9.4,-0.6,-1.0
CCCc1ccc(-c2cc(NC(=O)CSc3nnc(N)s3)n(-c3ccccc3)n2)cc1,0.8,-0.4,-14.6,7.5,8.5,0.5,-0.8,1.7,-2.4,-1.0
COCCCNC(=O)c1c(F)c(F)c(F)c(F)c1F,8.6,0.5,0.4,-6.2,-10.9,-2.8,1.3,5.3,0.5,1.2
CCOC(=O)[C@]12CCCC=C1N(CCC1=CCCCC1)C(=O)[C@H](CC(=O)NCc1cccs1)C2,-1.4,0.9,-6.8,-6.4,5.7,1.3,-0.5,13.3,3.7,2.9
CCCCCCCCCCSc1n[nH]c(NC(C)=O)n1,-0.7,0.0,2.3,3.3,-4.7,1.6,-0.4,0.6,/,4.5
C/C(CCc1ccccc1)=N\NC(=O)c1ccccc1[N+](=O)[O-],-6.3,0.2,11.6,-2.4,-1.2,-1.1,3.6,2.2,-2.5,1.1
COc1ccccc1NS(=O)(=O)c1cc(C(=O)NCCCN2CCCC2=O)ccc1C,-1.1,0.0,-2.6,-0.9,3.6,1.9,-0.1,-8.6,3.4,-0.5
Cc1nc(Nc2ccccc2)sc1C(=O)c1ccccc1,-8.4,-0.3,-4.1,-2.2,5.2,-27.6,-0.9,-3.1,0.4,-49.7
O=C1c2ccccc2C(=O)N1C1C=CC=CC=C1,-6.6,0.7,4.5,-8.4,3.1,4.1,-0.3,-4.5,3.4,4.4
Cc1cc(Nc2ccccc2O)c2ccccc2n1,2.7,0.2,-3.1,2.8,6.1,2.0,-1.6,2.1,9.1,0.5
CC1CN(S(=O)(=O)c2ccc(C(=O)Nc3nnc(-c4ccccn4)o3)cc2)CC(C)O1 (stereo unspecified),-9.9,0.0,-3.7,-0.2,-11.0,0.6,-5.0,-7.8,-2.3,-5.3
CCOC(=O)CNC(=O)CSc1nnc(-c2ccncc2)n1-c1ccc(Cl)cc1,-0.1,-0.8,2.4,-2.0,6.8,0.9,-0.9,0.2,-4.7,0.4
C[C@@H]1CN([C@@H](C)CO)C(=O)c2cc(/C=C/c3ccccc3)cnc2O[C@@H]1CN(C)S(=O)(=O)c1ccc(F)cc1,3.1,-5.6,0.4,1.9,-8.3,-30.3,-2.2,-12.6,1.9,-44.1
CC(=O)C1=C(O)C(=O)N(c2nnn(C)n2)C1c1cccs1 (stereo unspecified),-3.0,0.6,3.1,-1.2,-10.4,-1.6,-1.8,12.9,-1.9,-1.3
CCN1CCCC1CNC(=O)c1cc2c(OC)c(OC)c(OC)cc2[nH]1 (stereo unspecified),2.4,4.0,4.8,-1.7,-0.9,-110.6,1.5,0.0,0.8,-181.2
O=C(O)c1ccc(/C=N/NC(=O)c2cc3c(ccc4ccccc43)o2)cc1,0.8,-0.2,2.6,-11.9,14.2,-13.3,-0.2,11.3,-6.4,-24.6
O=C(/C=C/c1cccc(Cl)c1)OCc1cn2cc(Cl)ccc2n1,5.0,0.1,-0.7,-2.2,-12.2,1.7,-3.2,6.9,6.9,0.8
COc1cccc(N2CCN(C(=O)Nc3ccc4c(c3)NC(=O)CO4)CC2)c1,-10.4,-0.4,8.6,7.8,-6.0,-5.3,1.3,4.5,3.1,1.4
COc1ccc(CCNC(=O)C2=COCCO2)cc1,0.5,0.4,0.8,-0.9,3.8,2.4,13.8,-1.4,-1.0,-1.0
Cc1cc(C)cc(OCc2nnc(N)s2)c1,-4.1,-0.8,6.5,0.4,12.1,-0.1,0.0,1.0,-4.7,-8.3
O=C(Cn1c(=S)[nH]c2ccccc2c1=O)N1CCc2ccccc2C1,-9.1,-0.4,4.7,1.0,8.2,-2.9,-0.7,9.9,34.8*,-5.0
O=C(Nc1ccc2c(c1)OCO2)OC1CCC12CCC(c1ccccc1)CC2 (stereo unspecified),2.4,0.4,3.8,-0.6,/,2.4,2.9,/,3.6,-0.9
COc1ccc(-c2cc(N3CCN(CCO)CC3)n3nccc3n2)cc1,-5.9,12.1,-4.6,-6.2,-0.9,-225.1,-1.5,-2.9,-6.0,-297.8
CC(=O)c1ccc(NC(=O)CN2C(=O)COc3ccc(S(=O)(=O)N4CCCC4)cc32)cc1,4.7,0.0,-1.4,-8.7,-9.7,-2.2,2.1,1.2,1.4,-7.3
CCCCn1nnnc1SCC(=O)N1CCCC1,1.0,0.2,3.0,-1.9,10.3,1.8,-0.8,17.4,-6.7,0.3
O=C1CN(C(=O)N[C@@H](Cc2ccccc2)C(=O)N[C@@H](C(=O)O)c2ccccc2)c2ccccc2N1,3.7,0.1,-1.2,4.2,-4.7,-0.2,1.7,-5.0,4.4,-11.0
CC(C)(C)N(Cc1ccccc1)C(=O)COC(=O)C1CCN(c2ccc(C(F)(F)F)cn2)CC1,4.4,0.6,-0.3,-5.0,12.4,-29.7,7.5,-9.3,-1.6,-4.4

Compound activity (PubChem)
